Nrf2 ARE act – activators of Nrf2 (ARE) signaling; AREc32 ARE-luciferase reporter (MCF7-derived line), luminescence, 24 h; Potency, µM (doses to about 46.1 µM), inactives show at the highest dose activation, actives largely listed as activators; 410,000 compounds, 0.31% hits; also: % of control where 0% means no effect; nearly all actives have a fitted effect of over 65% in size
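Each well held 1000 AREc32 cells, which were incubated with compound for 24 hr at 37 deg C after overnight attachment, and ARE reporter activity was quantified by firefly luciferase luminescence.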
ATXN2 expr inh – inhibitors of ATXN2 expression; HEK-293 ATXN2-luciferase reporter, luminescence, 24 h; 360,000 compounds, 0.72% hits; Potency, µM (titrated, usually from 57 µM), for inactives: at the highest dose activity change, negative = inhibition, usual class: inhibitors; also: % is scaled to controls: 0 for no effect and ±100 for the full control effect; nearly all actives have a fitted effect of over 55% in size
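qHTS (up to 57 uM final) was run with 24 h compound exposure of reporter cells at 37 °C. Each well was multiplexed: SteadyGlo luminescence measured ATXN2-luciferase expression after a fluorogenic Gly-Phe-AFC viability readout (25 uM final).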
A549 viability – A549 cytotoxicity, counter-screen for Nrf2 inhibitors; A549 ARE-Fluc cells, CellTiter-Fluor viability, 18-24 h; Potency, µM (titrated, usually from 46 µM), inactives show at the top dose activity change, negative = cytotoxicity, actives largely listed as inhibitors; 390,000 compounds, 0.16% hits; AID 504648; also: % is scaled to controls: 0 for no effect and ±100 for the full control effect
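A549 ARE_Fluc cells in 5% FBS OPTI-MEM were exposed to compounds in concentration-response for 18-24 h at 37 deg C. Viability was read by CellTiter-Fluor fluorescence (Ex 405/Em 525) after 30 min, before the luciferase read.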
TGFb SMAD3 inh – inhibitors of TGF-b signaling. 410,000 compounds, 1.2% hits. Potency, µM (doses to about 46.1 µM), for inactives: top-dose activity, negative = inhibition, most hits filed as inhibitors. HepG2 CAGA-GFP TGF-b/SMAD3 reporter, GFP fluorescence, 18 h; TGF-beta stimulated, 500 pg/mL final; also: % is scaled to controls: 0 for no effect and ±100 for the full control effect; nearly all actives have a fitted effect of over 65% in size
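HEPG2 CAGA-GFP cells (1000/well, DMEM with 1% FBS) were pre-incubated 2 h at 37 degrees C, given compound by pin tool, then stimulated with TGF-beta at 500 pg/mL final for 18 h before per-cell GFP fluorescence imaging.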
EPAC2 antagonist – blocks human EPAC2 exchange factor | Q8WZA2 | EPAC2 GEF exchange of Rap1B-BODIPY-GDP, fluorescence | Potency, µM (titrated, usually from 114 µM), without a hit: at the top dose activity, negative = inhibition, actives largely listed as inhibitors | 360,000 compounds, 0.18% hits; also: % is scaled to controls: 0 for no effect and ±100 for the full control effect; nearly all actives have a fitted effect of over 45% in size; many of its hits are not listed in these tables
Target sequence (Q8WZA2 whole entry, looked up): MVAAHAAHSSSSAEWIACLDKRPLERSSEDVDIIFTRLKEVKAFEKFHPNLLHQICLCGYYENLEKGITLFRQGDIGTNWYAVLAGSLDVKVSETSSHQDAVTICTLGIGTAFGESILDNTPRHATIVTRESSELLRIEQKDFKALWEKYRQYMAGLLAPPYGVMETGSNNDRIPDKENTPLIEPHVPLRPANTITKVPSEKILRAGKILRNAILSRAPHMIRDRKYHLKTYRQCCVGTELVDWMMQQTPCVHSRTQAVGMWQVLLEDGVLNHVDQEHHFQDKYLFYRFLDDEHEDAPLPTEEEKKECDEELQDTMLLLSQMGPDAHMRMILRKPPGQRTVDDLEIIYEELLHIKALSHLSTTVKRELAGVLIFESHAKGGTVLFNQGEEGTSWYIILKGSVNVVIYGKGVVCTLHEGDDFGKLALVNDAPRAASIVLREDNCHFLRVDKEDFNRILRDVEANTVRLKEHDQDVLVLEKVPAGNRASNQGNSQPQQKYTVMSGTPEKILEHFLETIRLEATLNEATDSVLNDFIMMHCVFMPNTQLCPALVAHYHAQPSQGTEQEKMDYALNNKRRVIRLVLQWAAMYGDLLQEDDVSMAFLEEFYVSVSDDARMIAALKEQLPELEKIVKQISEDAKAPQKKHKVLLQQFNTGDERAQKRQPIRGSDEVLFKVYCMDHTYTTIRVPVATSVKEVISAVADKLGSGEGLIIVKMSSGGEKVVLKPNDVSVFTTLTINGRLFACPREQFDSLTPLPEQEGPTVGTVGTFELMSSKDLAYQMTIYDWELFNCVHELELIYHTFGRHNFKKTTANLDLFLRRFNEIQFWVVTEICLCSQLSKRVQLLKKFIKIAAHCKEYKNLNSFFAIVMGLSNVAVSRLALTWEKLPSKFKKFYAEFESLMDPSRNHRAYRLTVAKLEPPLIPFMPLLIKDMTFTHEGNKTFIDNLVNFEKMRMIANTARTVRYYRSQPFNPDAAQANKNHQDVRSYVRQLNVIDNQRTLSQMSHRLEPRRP
Nrf2 inh – inhibitors of Nrf2 signaling. Potency, µM (series often up to 46 µM), inactives show top-dose activity change, negative = inhibition, actives largely listed as inhibitors. AID 504444. 360,000 compounds, 2.1% hits. A549 ARE-Fluc reporter, luciferase luminescence, 18-24 h; also: % is scaled to controls: 0 for no effect and ±100 for the full control effect; nearly all actives have a fitted effect of over 60% in size
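Cells were seeded and rested 2 h, then exposed to compounds for 18-24 h. CellTiter-Fluor was read first as a viability measure. BugLite was added 15 min before the final luminescent read of ARE-luciferase activity in A549 cells.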
HepG2 viability – counter-screen for TGF-b inhibitors: cytotoxicity in HepG2 cells. Potency, µM (series often up to 46.1 µM), for inactives: at the highest dose activity change, negative = cytotoxicity, most hits filed as cytotoxic. 410,000 compounds, 0.76% hits. HepG2 CAGA-GFP viability, ATP luminescence, 18 h; also: some results filed as inactive show a strong effect at the top dose
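HepG2 CAGA-GFP cells (1000/well, DMEM with 1% FBS) received compound, then TGF-beta at 500 pg/mL final, and were incubated 18 hours at 37 degrees C. Viability was read by CellTiter-Glo luminescence. Media-only wells were set as complete cell-killing and DMSO as no toxicity.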
S2 tox – viability counter-screen for ATXN expression inhibitors. S2 cells (HEK-293 line with an ATXN2-luciferase reporter) viability, CellTiter-Fluor protease fluorescence, 24 h. Potency, µM (highest dose often 56.7 µM), actives largely listed as cytotoxic. 400,000 compounds, 0.49% hits; also: nearly all actives have a fitted effect of over 40% in size
MCF10A rerep – induces DNA re-replication in MCF 10a normal breast cells | MCF 10A DNA re-replication, Hoechst nuclear intensity, 48 h | Potency, µM (titrated, usually from 46.1 µM), without a hit: at the top dose activity, positive = re-replication, hits mostly activators | 350,000 compounds, 2.9% hits | AID 624296; also: % of control where 0% means no effect; nearly all actives have a fitted effect of over 50% in size
Starred values were filed as active, the others as inactive; i = inactive; ? = inconclusive; . = no result given; [ ] = remark or other dose. Calls follow the shape of the dose curve; as a rule, active = well fitted curve in the direction sought with a large enough effect; inconclusive = small, poorly fitted or top-dose-only effect, or another doubt; inactive = no such curve, though single readings can be large; an effect the other way counts as inactive or inconclusive. Potency is read from the fitted curve at half-maximal effect. Only part of the results is shown; the hit share may differ from the screen's.

SMILES	Nrf2 ARE act	ATXN2 expr inh	A549 viability	TGFb SMAD3 inh	EPAC2 antagonist	Nrf2 inh	HepG2 viability	S2 tox	MCF10A rerep
CCOC(=O)c1c(CCl)nc2ccccc2c1-c1ccccc1	3.1%	?	-4%	-16%	-24%	5%	-3%	?	?
O=C(Nc1ccc(Cl)cc1)N1CCSC1=NCc1ccccc1	-0.7%	15%	1%	7%	-1%	4%	2%	?	3%
CC1CCCCC1NC(=O)CN1C(=O)c2ccccc2S1(=O)=O (configuration not stated)	-0.1%	25%	5%	1%	-1%	1%	9%	i	1%
Cn1cccc1/C=N\NC(=O)C1COc2ccccc2O1 (configuration not stated)	-0.4%	.	-12%	13%	1%	-26%	5%	i	17%
CC(C)CC(NC(=O)OC(C)(C)C)C(=O)NCc1ccccc1 (configuration not stated)	2.7%	1%	-3%	-4%	3%	10%	3%	i	-4%
Cc1cc(C)cc(Nc2cc(C(=O)NCCCN(Cc3ccccc3)C(C)C)c3ccccc3n2)c1	1.1%	14µM*	?	-30%	.	.	1%	13µM*	.
Nn1c(SCC(=O)NC2CCCC2)nnc1-c1ccccc1F	-0.7%	9%	-1%	-6%	-5%	.	-6%	i	-2%
O=C(Nc1cccc(C(=O)Nc2ccc(Br)cc2)c1)c1ccccc1	0.2%	.	-6%	?	6%	4%	-44%	i	?
O=C(OCCN1CCCCC1)c1ccccc1Cl	-0.5%	-3%	2%	?	-2%	0%	-20%	i	-1%
O=C(Cn1cnc2ccccc2c1=O)NCCC(=O)N1CCN(Cc2ccccc2)CC1	0.2%	4%	7%	5%	11%	26%	-1%	i	3%
CC(C)NC(=O)Cn1cc(C(=O)C2CC2)c2ccccc21	-0.6%	.	5%	12%	9%[57.1 µM]	-31%	-7%	.	-9%
O=C(Nc1ccc(Cn2cccn2)cc1)c1ccc(COc2ccccc2Br)cc1	0.7%	-18%	?	-15%	-8%	9.2µM*	-18%	?	?
COc1ccc(OC)c(NC(=O)c2c(C)oc3ncnc(N4CCOCC4)c23)c1	0.9%	.	11%	-23%	.	?	-16%	.	.
CCOc1ccc(Oc2cc(NC(=O)c3ccco3)cc([N+](=O)[O-])c2)cc1	7.8%	-25%	-2%	?	-2%	?	-22%	i	?
O=C(c1ccccc1Cl)N1N=C(c2cccs2)CC1c1cccc(O)c1 (configuration not stated)	0.4%	.	0%	-22%	-24%	-2%	-16%	.	-9%
CC(C)=N/N=C(\N)SCc1ccccc1	4.0%	18%	5%	-11%	-5%	8%	-1%	i	-3%
COc1cc(C(=O)NCCOc2cc(C)cc(C)c2)cc(OC)c1OC	0.3%	-2%	-12%	-18%	-9%	3%	-17%	i	21µM*
Cc1ccc(Cn2nnc(C(=O)Nc3cccc(C)c3C)c2N)cc1	-0.6%	-12%	-12%	-7%	-6%[57.1 µM]	-7%	0%	i	2%
N#Cc1ccccc1Cn1cc(C#N)c2ccccc21	3.0%	-15%	-7%	-13%	2%[57.1 µM]	?	-2%	i	-14%
O=C(c1ccc(F)cc1F)N1CCCc2ccccc21	3.8%	.	-10%	-7%	-12%	-3%	-16%	i	?
CC1CCN(C(=O)/C(=C/c2ccccc2Cl)c2ccccc2)CC1	0.4%	-20%	-6%	0%	-19%	?	-42%	?	16µM*
O=C(O)COc1ccccc1/C=N/NC(=O)CSc1nnc(SCc2cccc3ccccc23)s1	-0.8%	0%	-2%	18%	-28%	?	-39%	i	2%
C/C(=N/NC(=O)c1nnn(-c2nonc2N)c1COc1ccccc1)c1ccccc1Cl	3.1%	7%	-5%	?	-21%	?	-29%	i	-18%
CCCCCC(=O)N1C[C@H](O)[C@@H](n2cc(C3CC3)nn2)C[C@@H]1c1ccc(Cl)cc1	-0.8%	13%	.	8%	6%	.	-1%	i	.
Nc1nnc(CC(c2ccccc2)c2ccccc2)s1	0.3%	4%	-5%	-12%	-1%	-18%	-13%	i	17%
CCC(C)N(C(=O)COC(=O)COc1c(C)cc(C)cc1C)C1CCS(=O)(=O)C1 (configuration not stated)	-0.2%	1%	2%	-5%	2%	10%	-6%	i	0%
COc1ccc(S(=O)(=O)Nc2ccc3c(c2)C(=O)N([C@@H](C)CO)C[C@@H](C)[C@H](CN(C)S(=O)(=O)c2ccc(F)cc2)OCCCC[C@H](C)O3)cc1	0.2%	-4%	.	-12%	7%	.	-39%	?	.
Cc1ccc(Oc2nc(-c3ccccc3)ncc2S(C)(=O)=O)cc1	2.3%	-9%	7%	19%	7%	-4%	11%	i	?
O=C(CSc1nnc2scc(-c3ccccc3)n12)NCc1ccco1	7.9%	7%	0%	-2%	-1%	2%	-5%	i	?
CCCN1CCN(c2ncnc3sc(C(=O)Nc4ccc(OC(F)(F)F)cc4)c(C)c23)CC1	-1.0%	.	-17%	22µM*	.	.	-112%	.	.
Cc1ccc2c(CN3CCN(c4ccc(Cl)c(Cl)c4)CC3)cc(=O)oc2c1	0.2%	10%	.	0%	2%	.	-12%	i	.
Cn1c(CN2CCOCC2)nnc1SCc1cccc(F)c1	-0.5%	-2%	5%	-15%	10%	-6%	-35%	i	1%
CC1CCN(S(=O)(=O)c2ccc(NC(=O)c3cccs3)cc2)CC1	5.2%	-5%	-12%	-15%	-11%	?	-26%	i	-9%
COC(=O)[C@H](CC(C)C)NC(=O)Nc1cccc(Br)c1	-0.4%	1%	-11%	-8%	0%	-7%	-2%	i	-3%
CC(=O)COC(=O)C1=NN(c2ccccc2)C(=O)CC1	0.3%	2%	-5%	18%	-5%	1%	14%	i	-22%
Nn1c(Cc2ccccc2)n[nH]c1=S	-0.8%	6%[11.3 µM]	2%	-12%	8%	12%	7%	i	-3%
Cc1cc(C)cc(NC(=O)C2CCN(S(=O)(=O)c3cccc4nonc34)CC2)c1	0.0%	-3%	-5%	-1%	.	.	2%	i	.
COc1ccc2c(c1)N(C(=O)CN1C(=O)C3CCCCC3C1=O)C(C)(C)C=C2C (configuration not stated)	-0.1%	-7%	-14%	2%	-3%	-9%	3%	i	-2%
CCOC(=O)N1CCC(=NNc2ccnc3cc(Cl)ccc23)CC1	3.7%	-15%[11.3 µM]	-6%	?	5%	-14%	-2%	i	18%
Cc1nnc(NC(=O)c2cc(-c3ccncc3)nc3c(C)cccc23)s1	4.4%	0%	-2%	3%	8%	16%	-3%	?	-40%[inhibitor]
CCCCCC(=O)NNC1CC(=O)N(c2cccc(OCC)c2)C1=O (configuration not stated)	-0.1%	4%	6%	2%	0%	-9%	5%	i	0%
O=C(NCCC1=CCCCC1)C1CCCN(S(=O)(=O)c2ccccc2)C1 (configuration not stated)	0.0%	-5%	-2%	-12%	-30%	?	-25%	i	?
CCCn1cc(CN2CCC(Cc3cccc(F)c3)(C(=O)OCC)CC2)c(C)n1	0.2%	-5%	1%	-28%	-4%	11%	-25%	i	20%
CCOC(=O)C1(C)CCN1C(=O)c1cccc(C#N)c1 (configuration not stated)	0.2%	0%	.	-2%	18%	.	22%	i	.
O=C(Cn1c(=O)n(Cc2ccc(C(=O)NCc3ccc4c(c3)OCO4)cc2)c(=O)c2ccccc21)Nc1cccc(Cl)c1	-0.8%	10%	2%	36%	.	-23%	3%	i	.

Fetched one by one from the list above:
SMILES	Nrf2 ARE act	ATXN2 expr inh	A549 viability	TGFb SMAD3 inh	EPAC2 antagonist	Nrf2 inh	HepG2 viability	S2 tox	MCF10A rerep
Cc1cc(C)cc(NC(=O)C2CCN(S(=O)(=O)c3cccc4nonc34)CC2)c1	0.0%	-3%	-5%	-1%	.	.	2%	i	.
O=C(c1ccccc1Cl)N1N=C(c2cccs2)CC1c1cccc(O)c1 (configuration not stated)	0.4%	.	0%	-22%	-24%	-2%	-16%	.	-9%
COc1ccc(OC)c(NC(=O)c2c(C)oc3ncnc(N4CCOCC4)c23)c1	0.9%	.	11%	-23%	.	?	-16%	.	.

Further records:
SMILES	Nrf2 ARE act	ATXN2 expr inh	A549 viability	TGFb SMAD3 inh	EPAC2 antagonist	Nrf2 inh	HepG2 viability	S2 tox	MCF10A rerep
COc1ccc(N(Cc2cccs2)C(=O)c2ccc(C(C)(C)C)cc2)cc1	-0.7%	.	-7%	?	.	?	-28%	.	.
CCCCCCCCNC(=O)CC(NS(=O)(=O)c1ccc(NC(C)=O)cc1)C(C)C (configuration not stated)	0.5%	-1%	-20%	-5%	14%	?	-5%	i	?
CC(=O)c1ccc(C(=O)N2CCCC(Nc3ccc(C(C)C)cc3)C2)s1 (configuration not stated)	1.0%	.	-3%	-17%	-5%	1%	2%	i	-1%
CC1(C)C2CC[C@]3(C)C(CC=C4[C@@H]5C[C@@](C)(CO)[C@@H](O)C[C@]5(C(=O)O)CC[C@]43C)[C@@]2(C)CC[C@@H]1O (some centres not stated)	0.4%	3%	8%	18%	-24%	-10%	6%	i	-6%
CC(C)C(NC(=O)CC12CC3CC(CC(C3)C1)C2)C(=O)O (configuration not stated)	0.5%	-18%	0%	1%	-18%	-7%	-8%	i	3%
O=C(NCc1cccnc1)C1CC2c3ccccc3C1c1ccccc12 (configuration not stated)	-0.1%	6%	-1%	-18%	-6%	0%	-3%	i	6%
Fc1ccc(-c2ccnc3nc(-n4cccc4)nn23)cc1	27%	-6%	1%	-11%	-1%	?	-2%	i	-4%
O=C(OCc1cccc([N+](=O)[O-])c1)c1cccnc1	0.2%	11%	4%	0%	-5%	-14%	-28%	i	0%
c1ccc2c(c1)NC1(CCCCC1)n1c-2nc2ccccc21	1.8%	46%[activator]	0%	0%	-9%	.	-12%	i	?
CCC1(C)CC(CCN(Cc2ccco2)C(C)=O)(c2ccccc2)CCO1 (configuration not stated)	0.1%	.	-3%	?	?	-15%	-13%	i	2%
Fc1cccc(CSc2nc3ncc(Cl)cc3[nH]2)c1	3.2%	0%	2%	0%	0%	1%	-32%	i	8%
CCN(CC)S(=O)(=O)c1cc(NC(=O)Cn2ncc(Cl)c(Cl)c2=O)ccc1C	?	?	-8%	-18%	-12%	6%	1%	?	?

Screening data from PubChem BioAssay.
